Screening data from PubChem.
TEAD-YAP inh – TEAD-YAP interaction inhibition. HEK-TIYL cells, TEAD-Gal4/YAP UAS-luciferase luminescence. inhibition, % at 9.12 µM. 640,000 compounds, 1.4% hits; in the data active = inhibition above about 32%;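 note: 0% = median of test compound wells and 100% = reference inhibitor wells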
MITF primary – human MITF inhibition, primary screen; AlphaScreen MITF homodimerization, bead proximity signal; inhibition, % at 2.6 µM; 650,000 compounds, 0.91% hits; AID 1259374; in the data active = inhibition above about 50%;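 note: 0% = vehicle wells with protein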
Target sequence (O75030 whole entry, looked up): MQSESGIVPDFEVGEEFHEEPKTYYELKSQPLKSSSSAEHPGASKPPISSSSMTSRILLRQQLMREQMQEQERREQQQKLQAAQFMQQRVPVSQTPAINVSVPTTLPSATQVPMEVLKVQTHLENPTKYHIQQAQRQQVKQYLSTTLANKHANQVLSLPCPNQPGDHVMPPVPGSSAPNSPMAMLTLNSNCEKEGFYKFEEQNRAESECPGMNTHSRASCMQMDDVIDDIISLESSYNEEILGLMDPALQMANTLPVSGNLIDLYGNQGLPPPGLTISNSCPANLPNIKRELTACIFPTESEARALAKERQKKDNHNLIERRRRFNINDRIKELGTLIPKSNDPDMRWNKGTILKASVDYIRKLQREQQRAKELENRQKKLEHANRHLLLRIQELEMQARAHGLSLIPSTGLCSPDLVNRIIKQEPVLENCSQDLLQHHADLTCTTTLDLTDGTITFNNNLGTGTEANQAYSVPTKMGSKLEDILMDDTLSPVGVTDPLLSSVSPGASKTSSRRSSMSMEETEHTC
GPR151 activ – human GPR151 activation; Q8TDV0; 650,000 compounds, 1% hits; AID 1508602; activation, % at 11.2 µM; PathHunter beta-arrestin GPR151 cells, luminescence; in the data active = activation above about 4.9%;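 note: 0% = median of compound wells and 100% = cells with positive control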
Target sequence (Q8TDV0 whole entry, looked up): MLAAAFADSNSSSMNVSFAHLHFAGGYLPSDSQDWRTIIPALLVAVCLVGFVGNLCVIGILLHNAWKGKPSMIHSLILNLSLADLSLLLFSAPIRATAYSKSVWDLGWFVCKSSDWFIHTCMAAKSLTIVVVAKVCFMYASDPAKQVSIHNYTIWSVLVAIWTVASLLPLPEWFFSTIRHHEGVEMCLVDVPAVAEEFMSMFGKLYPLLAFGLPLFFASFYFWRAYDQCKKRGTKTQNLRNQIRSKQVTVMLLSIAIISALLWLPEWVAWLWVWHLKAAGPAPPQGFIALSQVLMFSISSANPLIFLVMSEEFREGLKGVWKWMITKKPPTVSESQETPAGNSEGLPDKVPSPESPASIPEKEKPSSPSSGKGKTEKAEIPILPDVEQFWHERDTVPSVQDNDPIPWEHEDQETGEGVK
FBW7 act – human FBW7 E3 ligase activation, primary screen | AlphaScreen FBW7–phospho-cyclin E peptide binding, activator screen | normalized activity (activation), % at 26.1 µM | 650,000 compounds, 0.13% hits; in the data active = normalized activity above about 1.9%;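 note: purified mutant Fbw7 with reduced substrate affinity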
Active calls of the source: *; . = not tested or not shown.

1. CCOc1ccc2c(c1)=C/C(=C\c1sc(=S)[nH]c1O)C(=O)N=2
2. CN(C)CCNC(=O)c1sc2cccc(F)c2c1Cl
3. Cc1ccc(N2CC(NC(=O)Nc3nc(C)cs3)CC2=O)cc1 (configuration not stated)
4. COC(=O)C1=C(C)N(C)C(=S)NC1c1cccc(OC)c1 (configuration not stated)
5. CCCCOc1ccc(C(=O)N/C(=C/c2ccco2)C(=O)NCCC(=O)O)cc1
6. O=C(NC1CCCCC1)c1ccc(N2CCOCC2)c([N+](=O)[O-])c1
7. O=C(O)c1nn2c(C(F)(F)F)cc(-c3ccccc3)nc2c1Br
8. Cc1ccc(OCCCC(=O)NCc2ccccc2)cc1
assay / entry	1	2	3	4	5	6	7	8
TEAD-YAP inh	3.4	-7.5	6.0	3.3	-9.3	-10.5	1.7	12.0
MITF primary	-3.2	-4.2	10.4	20.4	-5.2	8.1	-1.5	4.4
GPR151 activ	-1.3	1.0	0.8	0.6	-1.3	-0.4	-1.0	-0.7
FBW7 act	0.8	0.0	0.0	0.2	-0.1	0.1	0.1	0.5

The final 2 compounds of the part above open the next one.
7. O=C(O)c1nn2c(C(F)(F)F)cc(-c3ccccc3)nc2c1Br
8. Cc1ccc(OCCCC(=O)NCc2ccccc2)cc1
9. O=c1c2c3c(sc2ncn1Cc1ccccc1Cl)CCC3
10. COc1ccc(/C=N/c2nc3ccccc3n2C)cc1OC
11. CN(CCc1ccccc1)C1CCCN(C(=O)Nc2cccc(F)c2)C1 (configuration not stated)
12. O=C1CCCN1CCCNc1nc(NCc2cccnc2)nc2c1ncn2Cc1ccc(C(F)(F)F)cc1
13. O=c1oc2ccccc2c(NCc2ccco2)c1[N+](=O)[O-]
14. COc1ccc(S(=O)(=O)Nc2cccc(Cl)c2C)cc1OC
15. CC(=O)Nc1ccc(NC(C)=O)c2c1C(=O)c1ccccc1C2=O
16. CCOc1cccc(C2CC(c3ccc(OC)cc3)=NC(c3cccc(OC)c3)N2)c1O (configuration not stated)
assay / entry	7	8	9	10	11	12	13	14	15	16
TEAD-YAP inh	1.7	12.0	-8.2	-0.2	-13.9	-3.8	2.3	3.6	7.6	-20.7
MITF primary	-1.5	4.4	-6.8	-9.5	-1.3	9.8	11.3	22.3	-0.2	-5.9
GPR151 activ	-1.0	-0.7	0.5	0.2	-1.9	0.4	0.0	-1.4	-0.1	0.5
FBW7 act	0.1	0.5	0.0	-0.1	-0.1	0.5	0.1	1.0	0.2	0.1

17. N#Cc1nc(-c2ccccc2Cl)oc1N1CCOCC1
18. CC(=O)c1c(C)oc2ccc(N(C(=O)c3ccccc3Cl)S(=O)(=O)c3cccc([N+](=O)[O-])c3)cc12
19. O=C(NCC(c1cccs1)S(=O)(=O)c1cccs1)c1ccc([N+](=O)[O-])cc1 (configuration not stated)
20. COc1ccc(/C=N/NC(=O)Cn2nnc(-c3ccccc3Cl)n2)cc1OC
21. Cc1ccc(C2/C(=C(\O)c3ccccc3)C(=O)C(=O)N2c2nc3ccccc3s2)cc1 (configuration not stated)
22. Cc1ccc(CN2CCc3nnc(C(NS(C)(=O)=O)C(C)C)n3CC2)s1 (configuration not stated)
23. CCOC(=O)C1=C(C)N(C)C(=O)NC1c1cc(I)ccc1OC (configuration not stated)
24. Cc1ccc(CN(Cc2ccccn2)C(=S)Nc2cccc(C(F)(F)F)c2)cc1
assay / entry	17	18	19	20	21	22	23	24
TEAD-YAP inh	-5.0	-3.0	-2.2	-8.7	-3.6	6.0	5.1	8.6
MITF primary	5.8	-3.1	17.8	-13.1	-9.8	-1.3	1.6	-4.6
GPR151 activ	0.4	0.4	-0.4	-0.5	1.7	0.3	-0.8	0.2
FBW7 act	0.0	0.1	0.7	0.2	0.0	0.0	-0.1	0.1

25. COc1ccc(CNCc2c(C(=O)O)n(Cc3ccccc3)c3cc(C)ccc23)cc1
26. CN(C)c1nc(Oc2ccc(/C=N/O)cc2)nc(N(C)C)n1
27. O=C(Nc1ccc(-c2cn3c4c(nnc3n2)CCCC4)cc1)c1ccc(=O)[nH]n1
28. O=C(CN1C(=O)c2ccccc2C1=O)NCc1ccc(F)cc1
29. CCN1C(=O)/C(=C\c2cc([N+](=O)[O-])ccc2OC)SC1=S
30. C=CCNc1nc(N)c(C(=C(C#N)C#N)c2ccccc2)s1
31. Cc1cc(OCc2nc(-c3ccncc3)no2)cc(C)c1Cl
32. O=C1C2C(c3ccccc3)C=CC(c3ccccc3)C2C(=O)N1c1ccc(O)cc1 (configuration not stated)
assay / entry	25	26	27	28	29	30	31	32
TEAD-YAP inh	6.5	-12.0	-3.5	-3.7	5.5	19.2	-1.1	-3.9
MITF primary	3.8	-0.6	-2.3	1.5	3.3	-9.8	-7.2	1.3
GPR151 activ	1.1	-0.1	0.1	0.2	1.2	-1.0	1.1	0.4
FBW7 act	-0.1	-0.2	-0.2	-0.1	-0.2	1.0	-0.1	-0.2

33. NS(=O)(=O)c1ccc(NC(=O)CCCC(=O)Nc2ccc(S(N)(=O)=O)cc2)cc1
34. Cc1ccc2c(c1)-c1onc(C(=O)Nc3ccccc3C(N)=O)c1CO2
35. C=C[C@@]1(C)CC(=O)[C@]2(O)[C@@]3(C)[C@@H](O)CCC(C)(C)[C@@H]3[C@H](O)[C@H](OC(C)=O)[C@@]2(C)O1
36. Cc1ccc(NC(=O)C(=O)NCC2CCCO2)c(C)c1 (configuration not stated)
37. C/C(CC(=O)NCCc1ccccc1)=N\NC(=O)COc1ccc(Br)cc1
38. O=C1OC(/C=C/c2ccccc2)=NC/1=C/c1ccccc1Cl
39. CC1=C(C(=O)OC2CCCCC2)C(c2ccco2)n2ncnc2N1 (configuration not stated)
40. COc1cc2c(cc1OC)C1C(C(=O)N3CCCCC3C)c3ccccc3C(=O)N1CC2 (configuration not stated)
assay / entry	33	34	35	36	37	38	39	40
TEAD-YAP inh	7.4	0.2	.	-56.2	-2.8	10.9	-4.0	6.0
MITF primary	5.5	12.0	9.4	-9.0	9.8	17.8	-0.2	9.7
GPR151 activ	0.1	4.7	-1.5	-0.8	-0.9	-0.7	2.9	0.3
FBW7 act	0.3	-0.2	0.2	-0.1	0.4	0.0	0.2	-0.1

41. COC(=O)CNC(=O)c1cn(-c2ccccc2)nc1-c1cccs1
42. Nc1c(C(=O)N2CCCCCC2)sc2nc3cc4c(cc3cc12)OCO4
43. Cn1c(-c2ccc(C(C)(C)C)cc2)n[nH]c1=S
44. COC(=O)N/N=C\c1cc(Br)ccc1OCc1ccccc1
45. Cn1c(=O)oc2cc(S(=O)(=O)Nc3cccc(C(=O)O)c3)ccc21
46. COc1cc(S(=O)(=O)NCc2ccco2)ccc1Br
47. Cn1c(Cc2ccccc2)nnc1SCC(=O)Nc1nc2c(s1)CCCC2
48. CN1CCN(C(=O)C2CCCN2c2nnc(N3CCCC3=O)s2)CC1 (configuration not stated)
assay / entry	41	42	43	44	45	46	47	48
TEAD-YAP inh	-22.9	-8.8	-20.3	-3.6	-3.8	-6.4	-8.6	6.6
MITF primary	-7.5	-5.0	-17.6	6.5	-6.2	3.8	17.1	-1.3
GPR151 activ	-2.3	-0.6	-1.1	1.4	-0.3	0.3	3.6	1.7
FBW7 act	0.0	-0.1	-0.3	0.1	0.1	0.0	0.9	0.0

49. COC(=O)c1cnn2c1NCN(Cc1cccs1)C2
50. COc1ccc(S(=O)(=O)N(CCc2ccccc2)CC(=O)Nc2cc(Cl)ccc2OC)cc1
51. CCOc1ccc([N+](=O)[O-])cc1Cn1cc(F)c(=O)[nH]c1=O
52. OC(c1cccnc1)c1ccc2c(c1)CN(Cc1ccc3nsnc3c1)CCO2 (configuration not stated)
53. COCCC(=O)NCC1Cc2cc(C)cc(-c3ccccn3)c2O1 (configuration not stated)
54. O=S(=O)(c1ccc2nc(-c3ccccc3)c(-c3ccccc3)nc2c1)N1CCOCC1
55. COc1ccc(C(=O)c2oc3ccc(NC(=O)c4ccccc4OC)cc3c2C)cc1OC
56. CCN(CC)C(=O)C1=CC(c2ccc(OC)cc2)=NS(=O)(=O)N1C
assay / entry	49	50	51	52	53	54	55	56
TEAD-YAP inh	-1.7	13.7	10.6	0.4	1.6	-7.3	3.9	2.1
MITF primary	-11.3	-3.3	-9.0	6.6	2.2	13.0	14.9	4.5
GPR151 activ	2.4	2.8	0.6	0.4	0.0	0.2	0.8	-0.4
FBW7 act	-0.1	0.1	-0.1	-0.1	0.1	0.7	-0.1	0.3

57. COc1cccc(Cn2c(C)c(CNC3CCCCCC3)c(C(=O)O)c2C)c1
58. O=C(CN1C(=O)C2C3C=CC(C4CC34)C2C1=O)Nc1ccc2c(c1)CCC2 (configuration not stated)
59. O=C(Nc1ccc([N+](=O)[O-])cc1)NC1CCN(Cc2ccccc2)CC1
60. O=Cc1ccc(NCCc2csc(-c3ccccn3)n2)c([N+](=O)[O-])c1
61. O=C(NCc1ccccn1)C(=O)N1CCCC1
62. O=C(NC(N1CCOCC1)C(Cl)(Cl)Cl)c1cccnc1 (configuration not stated)
63. O=C1CCCN1CCCNc1nc(Nc2ccc(Oc3ccccc3)cc2)c2ncn(CCN3CCCC3=O)c2n1
64. Cc1cccc(N2CCN(S(=O)(=O)c3ccc(F)c(C(=O)Nc4ccc(C(C)C)cc4)c3)CC2)c1C
assay / entry	57	58	59	60	61	62	63	64
TEAD-YAP inh	0.4	3.1	3.1	-2.2	4.4	1.7	-0.9	8.3
MITF primary	6.9	-4.7	4.5	13.9	18.2	-2.5	17.8	6.8
GPR151 activ	0.7	1.2	2.4	1.9	-2.6	0.9	-0.9	-1.0
FBW7 act	0.0	0.0	0.0	-0.2	0.1	-0.1	0.3	0.5

65. CCOc1ccc(C(=O)Nc2ccc(-c3nc4cc(Cl)ccc4o3)cc2)cc1[N+](=O)[O-]
66. CN(Cc1ccno1)C(=O)CC1C(=O)NCCN1Cc1c(F)cccc1Cl (configuration not stated)
67. Cc1cccc2cc(C#N)c(NCCNS(=O)(=O)c3ccc4c(c3)OCCO4)nc12
68. O=C(Nc1ccccc1Cl)N1CCCCC1c1cccnc1 (configuration not stated)
69. O=C(NC12CC3CC(CC(C3)C1)C2)C1CCCN(S(=O)(=O)c2cccc(Cl)c2)C1 (configuration not stated)
70. CCNC(=O)/C(C#N)=C/c1c(Oc2ccc(C)cc2)nc2ccccn2c1=O
71. COc1cc(O)c(C(=O)c2ccccc2)cc1S(=O)(=O)O
72. CCOc1ccc(Nc2cc(C)nc3ccc(OC)cc23)cc1
assay / entry	65	66	67	68	69	70	71	72
TEAD-YAP inh	-2.2	6.7	-5.1	-2.1	2.9	8.4	-11.1	11.6
MITF primary	11.7	0.8	1.4	-13.2	-1.0	4.6	0.3	10.6
GPR151 activ	1.3	-0.6	-0.1	-0.3	1.2	-6.0	-0.8	0.5
FBW7 act	0.9	0.0	0.3	0.0	-0.1	0.0	0.0	0.1

Next part; the last 4 above are carried over.
69. O=C(NC12CC3CC(CC(C3)C1)C2)C1CCCN(S(=O)(=O)c2cccc(Cl)c2)C1 (configuration not stated)
70. CCNC(=O)/C(C#N)=C/c1c(Oc2ccc(C)cc2)nc2ccccn2c1=O
71. COc1cc(O)c(C(=O)c2ccccc2)cc1S(=O)(=O)O
72. CCOc1ccc(Nc2cc(C)nc3ccc(OC)cc23)cc1
73. Cc1ccc(N=Cc2c(O)n(-c3nccs3)c(=O)c3ccccc23)cc1
74. Cc1[nH]c2ccc(-c3nnc(SCCO)n3-c3ccc(Br)cc3)cc2c1C
75. Cc1ccc(C(=O)N2CCN(S(=O)(=O)c3ccccc3)C2c2ccc(N(C)C)cc2)cc1 (configuration not stated)
76. NC(=O)C1CCN(C(=O)Cn2ncc3cccn3c2=O)CC1
77. CCC1=NN2C(=N)/C(=C/c3cc(Cl)c(OCCOc4cc(C)cc(C)c4)c(OC)c3)C(=O)N=C2S1
78. CCCN(CCC)CCNS(=O)(=O)c1cc(Br)cc2c1N(C(C)=O)CC2
assay / entry	69	70	71	72	73	74	75	76	77	78
TEAD-YAP inh	2.9	8.4	-11.1	11.6	3.1	-13.2	-2.2	6.5	-13.6	-7.0
MITF primary	-1.0	4.6	0.3	10.6	-1.2	-0.1	7.7	6.6	-5.1	3.4
GPR151 activ	1.2	-6.0	-0.8	0.5	2.3	-0.1	0.0	-1.5	-1.5	-0.2
FBW7 act	-0.1	0.0	0.0	0.1	0.0	-0.1	0.0	0.0	-0.2	0.2
